LmPK inhibitor: blocks Leishmania mexicana pyruvate kinase activity. purified LmPK, Kinase-Glo ATP luminescence, 1 h. Potency, µM (series often up to 57.5 µM), without a hit: top-dose activity change, negative = inhibition, usual class: inhibitors. 290,000 compounds, 0.37% hits. AID 1721; note: potency is the fitted concentration of half-maximal effect; % is set by controls: 0 for no effect and ±100 for the full control effect
Target sequence (Q27686 whole entry, looked up): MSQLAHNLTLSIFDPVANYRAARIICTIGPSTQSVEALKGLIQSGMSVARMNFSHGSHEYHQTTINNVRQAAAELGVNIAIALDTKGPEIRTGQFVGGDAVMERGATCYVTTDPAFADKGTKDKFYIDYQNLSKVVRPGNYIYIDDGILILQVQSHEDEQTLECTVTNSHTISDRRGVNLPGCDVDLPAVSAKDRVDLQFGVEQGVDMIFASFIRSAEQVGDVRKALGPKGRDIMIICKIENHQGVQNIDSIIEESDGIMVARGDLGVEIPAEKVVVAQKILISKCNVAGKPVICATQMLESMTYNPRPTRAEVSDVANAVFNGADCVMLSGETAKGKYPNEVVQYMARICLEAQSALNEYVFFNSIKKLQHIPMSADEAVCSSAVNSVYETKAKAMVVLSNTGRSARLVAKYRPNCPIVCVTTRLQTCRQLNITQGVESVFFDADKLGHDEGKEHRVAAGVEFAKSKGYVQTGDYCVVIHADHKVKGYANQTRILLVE
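qHTS format; LmPK 0.1 nM; substrates PEP 0.5 mM and ADP 0.1 mM. One-hour room-temperature incubation, then coupled luciferase luminescence; 0.5 nM enzyme wells mark activation.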
Pf growth 96h: P. falciparum growth inhibition at 96 hours | Potency, µM (top dose mostly 28.7 µM), for inactives: at the highest dose activity change, negative = inhibition, most hits filed as inhibitors | 320,000 compounds, 6.9% hits | P. falciparum luciferase reporter growth, 96 h; note: potency is the fitted concentration of half-maximal effect; % is set by controls: 0 for no effect and ±100 for the full control effect
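Two parasite generations (96 h, 37 C, 5% CO2) of compound exposure in infected erythrocytes (0.05% parasitemia, 2% hematocrit). Luciferase-reporter P. falciparum; decreased luminescence indicates inhibited growth, aimed at apicoplast-acting delayed death.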
Tb PYK inh: T. brucei pyruvate kinase inhibition; Q57TT1; 410,000 compounds, 0.12% hits; AID 624173; Potency, µM (series often up to 76.8 µM), for inactives: top-dose activity, negative = inhibition, most hits filed as inhibitors; TbPYK enzyme, Kinase-Glo Plus ATP luminescence, 45 min; note: potency is the fitted concentration of half-maximal effect; % is set by controls: 0 for no effect and ±100 for the full control effect; nearly all actives have a fitted effect of over 50% in size
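In this concentration-response screen, enzyme-free wells defined baseline while DMSO plates tracked drift. Each reaction combined TbPYK, substrate, compound and 130 uM ADP for 45 min at room temperature. Kinase-Glo Plus luminescence gave the signal.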
Pf growth 48h: inhibits P. falciparum growth in the first generation, 48 h; 310,000 compounds, 5.9% hits; AID 504832; P. falciparum luciferase growth in erythrocytes, 48 h; Potency, µM (titrated, usually from 28.7 µM), for the others: at the top dose activity change, negative = inhibition, hits mostly inhibitors; note: potency is the fitted concentration of half-maximal effect; % is set by controls: 0 for no effect and ±100 for the full control effect
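First compound was added to culture medium, then infected red cells at 0.1% parasitemia and 2% hematocrit (final). After incubation at 37 C under 5% CO2, luciferase detection reagent was dispensed and light output recorded.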
AmpC no deterg: blocks E. coli AmpC beta-lactamase in detergent-free assay; P00811; AmpC nitrocefin hydrolysis, absorbance 480 nm, 0.0001% Triton; Potency, µM (doses to about 57.1 µM), for inactives: at the top dose activity change, negative = inhibition, most hits filed as inhibitors; 330,000 compounds, 0.52% hits;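 note: potency is the fitted concentration of half-maximal effect; plate controls were no compound for no effect and no enzyme for full effect; nearly all actives have a fitted effect of over 20% in size; some results filed as inactive show a strong effect at the top dose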
Target sequence (P00811 whole entry, looked up): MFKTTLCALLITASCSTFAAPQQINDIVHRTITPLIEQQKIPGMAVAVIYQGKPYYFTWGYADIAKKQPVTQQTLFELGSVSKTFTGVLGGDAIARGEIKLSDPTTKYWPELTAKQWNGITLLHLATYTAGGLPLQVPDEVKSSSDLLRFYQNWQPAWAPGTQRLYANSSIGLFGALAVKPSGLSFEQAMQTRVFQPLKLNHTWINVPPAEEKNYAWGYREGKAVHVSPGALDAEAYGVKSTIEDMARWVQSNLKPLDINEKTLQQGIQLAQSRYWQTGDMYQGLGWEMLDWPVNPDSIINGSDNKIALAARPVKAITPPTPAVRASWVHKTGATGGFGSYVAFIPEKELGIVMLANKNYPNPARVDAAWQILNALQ
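20 mM phosphate pH 7.0 + 0.01% (detergent screen) or 0.0001% Triton X-100; 5.3 nM AmpC reagent; cpd preinc 15 min RT; nitrocefin (800 uM stock) to start; A480 q20 s × 4 min; Activity was normalised to no-enzyme and no-compound control wells.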
Shiga inhibitor: inhibitors of Shiga toxin in Vero cells; inhibition, % at 38.7 µM; 290,000 compounds, 9.2% hits; Vero cells, Shiga toxin protein synthesis inhibition reporter; in the data active = inhibition mostly above about 28%, no sharp cut-off; inactive = mostly below about 43%; note: 0% is about no effect
Cycloheximide cs: counter-screen hit for Shiga toxin inhibitors, cycloheximide; AID 2314; 300,000 compounds, 12% hits; max response, %; cell reporter, cycloheximide protein synthesis inhibition counterscreen; in the data active = max response mostly above about 13%, no sharp cut-off; inactive = mostly below about 14%; note: read at 38.3 µM for the half of the compounds with a filed dose; 0% is about no effect
* hit, by the source's call; i = inactive; u = inconclusive; x = no result given; [ ] = another dose, or the depositor's remark. Unless noted, calls come from the whole dose curve; as a rule, active = well fitted curve in the direction sought with a large enough effect; inconclusive = small, poorly fitted or top-dose-only effect, or another doubt; inactive = no such curve, though single readings can be large; an effect the other way counts as inactive or inconclusive.

SMILES | LmPK inhibitor | Pf growth 96h | Tb PYK inh | Pf growth 48h | AmpC no deterg | Shiga inhibitor | Cycloheximide cs
CC(C)Oc1cccc(C(=O)C2CCCN(C(=O)c3csnn3)C2)c1 (centres undefined) | -0.4% | u | -3.5% | 2.0% | 22.5% | 49.2 | 7.1
Cc1cccn2c(=O)c(C=C(C#N)C#N)c(N3CCN(C)CC3)nc12 | 1.2% | 7.38µM* | 1.7% | -3.3% | -27.3% | 13.8 | 0.9
O=C(Nc1ccc(Cl)c([N+](=O)[O-])c1)c1ccc2c(c1)OCCO2 | 8.8% | 16.6% | -1.1% | i | -33.8% | 61.9* | 33.2*
CNC(=O)CSc1nnc(SCCC(=O)O)s1 | -3.5% | 43.9%[activator] | -5.9% | 2.3% | -18.2% | -11.4 | -1.5
CN(CC(=O)NCc1ccccc1)S(=O)(=O)c1ccc2c(c1)CCC(=O)N2 | -13.0% | 46.8%[activator] | -10.1% | -1.6% | 6.4% | -7.7 | -6.1
O=C(NCCN1CCCC1)C1CCC(=O)N(CCCN2CCOCC2)C1 (centres undefined) | -10.1% | u | 3.1% | 9.4% | 46.0% | -14.8 | -3.4
COc1ccc(-c2csc(/N=C/N(C)C)n2)cc1OC | 0.7% | 70.4%[activator] | -1.3% | 79.6%[activator] | -6.6% | 42.3 | 17.8*
CCCc1c(O)nc(SC2CC(=O)N(c3ccc(OC)cc3)C2=O)[nH]c1=O (centres undefined) | -1.1% | 21.0% | 2.1% | 2.9% | -13.3% | 36.5 | 0.8
O=S(=O)(N/N=C/c1cn(Cc2ccccc2)c2ccccc12)c1ccccc1 | 2.8% | 1.6% | 5.8% | 9.5% | -31.2% | 50.8* | 14.7
Cc1cc(C)c(C(=O)Nc2ccc(C)c(C)c2)c(CC(C)(C)C(=O)O)c1 | -6.6% | 42.2%[activator] | -1.5% | 38.0%[activator] | -14.7% | -8.3 | -1.0
Cc1ccc(OC/C(O)=C(\C#N)c2nc3ccccc3s2)cc1 | -0.2% | -3.7% | -2.6% | -6.7% | -22.2% | -6.8 | 7.4
Cc1cccc(C)c1NC(=S)N1CCC(c2ccccc2)C1 (centres undefined) | 8.2% | 9.0% | -0.9% | 55.4%[activator] | -23.9% | -12.4 | 0.7
COc1cccc(CNC(=O)c2nnn(CC(=O)Nc3ccc4c(c3)OCO4)c2N)c1 | -2.5% | u | -1.7% | 8.6% | -59.7% | -6.0 | -2.8
CC(=O)c1cccc(NC(=S)NC(=O)c2ccccc2Cl)c1 | 2.2% | -2.8% | -4.0% | 13.1% | -24.8% | 83.3* | 21.2*
Cc1nn(Cc2ccc(Cl)cc2Cl)c(C)c1NC(=O)c1nc2n(n1)C(C(F)F)CC(C)N2 (centres undefined) | -1.0% | u | -8.1% | -11.3% | 114.1%[activator] | 10.9 | 2.7

Next section; the last four above are carried over.
SMILES | LmPK inhibitor | Pf growth 96h | Tb PYK inh | Pf growth 48h | AmpC no deterg | Shiga inhibitor | Cycloheximide cs
Cc1cccc(C)c1NC(=S)N1CCC(c2ccccc2)C1 (centres undefined) | 8.2% | 9.0% | -0.9% | 55.4%[activator] | -23.9% | -12.4 | 0.7
COc1cccc(CNC(=O)c2nnn(CC(=O)Nc3ccc4c(c3)OCO4)c2N)c1 | -2.5% | u | -1.7% | 8.6% | -59.7% | -6.0 | -2.8
CC(=O)c1cccc(NC(=S)NC(=O)c2ccccc2Cl)c1 | 2.2% | -2.8% | -4.0% | 13.1% | -24.8% | 83.3* | 21.2*
Cc1nn(Cc2ccc(Cl)cc2Cl)c(C)c1NC(=O)c1nc2n(n1)C(C(F)F)CC(C)N2 (centres undefined) | -1.0% | u | -8.1% | -11.3% | 114.1%[activator] | 10.9 | 2.7
CC(=O)c1ccc(N2CCN(C(=O)CCS(=O)(=O)c3ccc(C)cc3)CC2)cc1 | -6.6% | 2.7% | 4.7% | u | 3.8% | 20.4 | 11.0
COCCSc1ccccc1C(=O)Nc1ccc2c(c1)OCO2 | -2.1% | 27.9% | 2.9% | 31.5% | 2.4% | 14.4 | 15.5
COc1ccc(/C=N/NC(=O)C2c3ccccc3Oc3ccccc32)c(OC)c1 | 9.4% | 20.3% | 13.0% | 20.6% | -13.4% | 0.7 | -0.9
COc1ccc(N2C(=O)C3CCCN3C2c2ccc(C)cc2)cc1Cl (centres undefined) | -0.4% | u | -3.7% | 22.9% | 38.3% | 22.2 | -2.2
CC1CCN(CCc2nc3cc(NC(=O)COc4ccccc4)ccc3n2C)CC1 | -0.2% | u | -0.4% | u | 14.1% | 7.1 | 6.1
O=C(N1CCOCC1)N1CCN(c2nc(-c3ccccc3)cs2)CC1 | 5.1% | x | -9.8% | u | 108.8%[activator] | 60.0 | 30.3*
Cc1c(C)c2ccc(OCC(=O)N3CCN(C(=O)C4COc5ccccc5O4)CC3)cc2oc1=O (centres undefined) | 3.0% | u | 0.0% | -22.7% | 130.2%[activator] | -5.9 | 9.7
CC(C)c1cc(C(=O)Nc2ccc3c(c2)OCO3)no1 | -22.2% | u | -3.1% | 21.4% | -24.9% | 54.5* | 30.3*
COc1ccc(CC(=O)Nc2oc(-c3ccccc3)c(-c3ccccc3)c2C#N)cc1OC | -1.8% | -6.2% | 0.0% | u | -6.4% | 4.8 | -0.9
O=C(CN1C(=O)c2ccccc2C1=O)OCC(=O)N1CCc2ccccc2C1 | 0.6% | -12.0% | -1.5% | 6.5% | 13.9% | -2.2 | -3.1
Fc1ccc(/C=C/c2nnc(-c3cccs3)o2)cc1 | 1.2% | 188.1%[activator] | -0.4% | 175.7%[activator] | -12.0% | 75.1* | 30.7*
C/C(=N\NC(=O)c1cccc(S(=O)(=O)N2CCCC2)c1)c1ccncc1 | x | -27.7% | 0.0% | u | -31.2% | x | x
Cc1cc(C)n2nc(SCC(=O)N/N=C/c3cccc(Br)c3)nc2n1 | 6.3% | -16.0% | -7.1% | 13.6% | x | -14.6 | 4.4
Cc1ccc(S(=O)(=O)Cc2sc3ccccc3[n+]2C)cc1 | -1.4% | u | -10.6% | x | -22.2% | 34.5 | 13.7
O=S(=O)(Nc1ccccc1Cl)c1ccc(NS(=O)(=O)c2cccs2)cc1 | 1.9% | 7.7% | -3.4% | u | -44.1% | -7.7 | -2.4
O=c1[nH]c2cc3c(cc2cc1CN(Cc1ccc2c(c1)OCO2)Cc1nnnn1CC1CCCO1)OCO3 (centres undefined) | 3.1% | u | -11.5% | u | -6.5% | -7.5 | -2.7
Cc1ccc(C)c(OCCC(=O)OCc2csc(CC(=O)Nc3ccccc3C)n2)c1 | x | u | -5.9% | 11.7µM* | -6.5% | x | x
Cc1cccc(S(=O)(=O)Nc2ccncc2)c1 | -1.8% | 32.4%[activator] | -1.2% | 34.4%[activator] | 96.0%[activator] | -1.3 | -4.9
Cc1cccc(N2CCN(S(=O)(=O)c3ccc(S(=O)(=O)N4CCCC4)cc3)CC2)c1C | 9.2% | -8.6% | 1.2% | x | -10.6% | -4.9 | -4.8
Cc1ccc(-n2c(O)c(/C=N/c3ncn[nH]3)c3ccccc3c2=O)cc1 | -5.3% | u | -9.7% | -12.6% | -16.3% | -5.8 | 13.4
COc1cccc(CNC(=O)c2c[nH]n3c(=O)c(Cl)c(C)nc23)c1 | 4.8% | u | 4.8% | -3.5% | -25.0% | 19.6 | -0.2
COc1c(/C=N/NC(=O)c2ccncc2)c(CCN(C)C(C)=O)cc2c1OCO2 | 2.1% | 0.0% | -0.6% | 29.1% | -23.5% | 7.3 | 1.1
O=C(C[n+]1ccc2c(c1)nnn2-c1ccccc1)c1ccc(Cl)cc1 | -1.9% | u | 1.6% | u | -19.0% | -0.6 | 6.3
Nc1ccccc1N1CCOCC1 | 2.3% | 36.4%[activator] | 2.2% | x | -5.7% | 27.4 | -2.6
CCOC(=O)CSc1nnc(-c2ccc(S(=O)(=O)N3CCC(C)CC3)cc2)o1 | 4.3% | u | -27.7% | 2.4% | -13.7% | -5.5 | -3.6
COc1cc(NC(=O)N2CCNC2=O)cc(C(=O)Nc2cccc(C(F)(F)F)c2)c1 | 2.2% | 27.2% | 2.7% | u | 120.4%[activator] | -4.1 | -1.4
CC1(C)C2CCC13CS(=O)(=O)NC3C2 (centres undefined) | 1.0% | -10.6% | -7.1% | 5.7% | -1.8% | -3.7 | 0.1
c1cncc(-c2nc(-c3ccc4c(c3)OCCO4)cs2)c1 | -15.8% | -65.8% | -9.6% | -5.0% | -15.1% | 128.3* | 63.0*
CCOC(=O)Cc1csc(NC(=O)c2cc3c(s2)CCCC3)n1 | 2.3% | 85.8%[activator] | -17.3% | x | 1.9% | 38.5 | 20.1
Oc1cncc(Cc2ccccc2)c1 | -3.0% | u | -0.2% | u | -1.3% | -14.2 | -2.3
O=C(Nc1cccc(S(=O)(=O)NC2=NCCCCC2)c1)C1COc2ccccc2O1 (centres undefined) | 4.9% | u | 1.5% | u | -14.4% | -2.8 | -1.8
COC(=O)Nc1nc2c(s1)CCCC2 | -6.4% | x | -4.8% | 46.4%[activator] | -11.8% | 35.5* | 28.1*
O=C(/C=C/c1ccc(S(=O)(=O)N2CCOCC2)cc1)N1CCN(c2ccc(F)cc2)CC1 | 2.1% | u | -5.3% | 7.38µM* | 120.2%[activator] | -3.9 | -3.3
COc1cc(C(C(=O)NC2CCCCC2)N(Cc2cccs2)C(=O)Cc2c[nH]c3ccccc23)cc(OC)c1OC (centres undefined) | 0.8% | 8.28µM* | -9.1% | 9.28µM* | 12.5% | -3.7 | 0.5
CCCCn1c(C)nc2cc(S(=O)(=O)N3CCOCC3)ccc21 | x | -16.0% | 2.5% | -20.5% | -7.1% | x | x
O=c1c2[nH]c3ccccc3c2nc2n1CCCS2 | -4.1% | u | -0.3% | 67.0%[activator] | -22.7% | 73.8* | 38.2*
Cc1cccc(C(=O)N2CCc3cc(-c4nc(NC(=O)Cn5nnc6ccccc6c5=O)sc4C)ccc32)c1 | 1.4% | 55.7%[activator] | x | 6.8% | -22.3% | -4.3 | 2.7
COC(OC)c1ccnc(SCc2ccccc2Cl)n1 | -0.3% | 4.4% | 2.1% | 0.3% | 4.3% | 29.3 | 10.8
O=C(O)CSc1nnc(NC(=O)c2ccc3c(c2)OCO3)s1 | -25.5% | 18.8% | 0.1% | 50.5%[activator] | -7.9% | -26.9 | -9.5
COc1ccccc1N1C(=O)c2cccnc2C1=O | -3.5% | 6.4% | -2.2% | u | -1.8% | -12.0 | -2.1
CCOC(=O)c1c(NC(NC(=O)CF)C(Cl)(Cl)Cl)sc2c1CCCC2 (centres undefined) | 0.6% | u | -23.7% | u | -17.7% | -12.0 | -5.0
CSCCC(NC(=O)c1ccc(Cl)cc1Cl)C(=O)NNC(=O)c1csc(N2CCOCC2)n1 (centres undefined) | -7.5% | 50.2%[activator] | -0.1% | 6.4% | -12.3% | 23.2 | 1.0
Cc1ccc(NC(=O)c2ccc(F)cc2F)cc1NS(C)(=O)=O | -5.4% | 28.3% | 3.9% | 26.7% | -8.5% | 61.4* | 8.1
